TLR4 MyD88 comp – inhibitors of human TLR4-MyD88 binding; O00206+Q99836; HeLa CL3-4 TLR4/MyD88 BLA complementation, FRET ratio; inhibition, % at 8.4 µM; actives 0.18% (n = 200,000); in the data active means inhibition above about 25%;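 further: 0% = vehicle and 100% = reference inhibitor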
Target sequence (O00206 whole entry, looked up): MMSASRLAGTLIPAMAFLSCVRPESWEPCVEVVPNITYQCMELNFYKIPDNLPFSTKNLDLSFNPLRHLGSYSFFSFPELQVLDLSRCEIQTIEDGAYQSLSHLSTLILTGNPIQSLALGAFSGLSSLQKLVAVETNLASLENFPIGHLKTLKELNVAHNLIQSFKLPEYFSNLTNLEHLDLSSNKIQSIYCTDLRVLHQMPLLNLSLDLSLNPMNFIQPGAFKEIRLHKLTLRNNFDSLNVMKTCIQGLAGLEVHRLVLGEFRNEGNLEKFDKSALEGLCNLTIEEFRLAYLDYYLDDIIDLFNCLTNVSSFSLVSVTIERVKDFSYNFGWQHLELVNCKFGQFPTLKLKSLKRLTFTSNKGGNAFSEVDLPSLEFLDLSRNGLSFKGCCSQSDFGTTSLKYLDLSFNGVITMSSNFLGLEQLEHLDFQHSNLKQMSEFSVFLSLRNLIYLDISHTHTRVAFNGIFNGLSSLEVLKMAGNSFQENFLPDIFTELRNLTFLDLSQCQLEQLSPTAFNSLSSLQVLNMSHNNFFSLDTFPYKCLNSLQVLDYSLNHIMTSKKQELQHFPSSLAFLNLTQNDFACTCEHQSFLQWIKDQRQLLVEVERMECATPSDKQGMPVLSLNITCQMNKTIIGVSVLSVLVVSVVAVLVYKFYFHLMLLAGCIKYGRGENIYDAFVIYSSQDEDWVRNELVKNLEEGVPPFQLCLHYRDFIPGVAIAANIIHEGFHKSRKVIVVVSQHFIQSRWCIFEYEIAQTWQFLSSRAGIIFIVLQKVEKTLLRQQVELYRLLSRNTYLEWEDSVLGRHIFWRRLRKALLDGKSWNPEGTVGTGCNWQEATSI
Target sequence (Q99836 whole entry, looked up): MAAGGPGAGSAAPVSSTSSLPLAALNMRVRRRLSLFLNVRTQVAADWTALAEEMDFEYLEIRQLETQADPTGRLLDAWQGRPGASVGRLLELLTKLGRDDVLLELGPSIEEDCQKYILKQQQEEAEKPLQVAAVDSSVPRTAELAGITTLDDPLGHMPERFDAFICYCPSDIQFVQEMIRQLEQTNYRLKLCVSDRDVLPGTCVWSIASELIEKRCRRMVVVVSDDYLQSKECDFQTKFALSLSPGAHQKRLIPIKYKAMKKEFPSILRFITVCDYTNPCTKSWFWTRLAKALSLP
PMI act hi M6P – increases human PMI activity with near-saturating mannose 6-phosphate. P34949. coupled PMI enzyme assay, resazurin fluorescence, 20 min; stronger effect = higher value; 1 = untreated enzyme, 0 = substrate-free blank. activation factor at 20 µM. actives 0.34% (n = 190,000);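 active means activation factor of 2 or more at 20 µM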
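Test system: human PMI in coupled enzyme assay; Input: PMI at 15 ng/mL final; Medium: HEPES buffer, pH 7.4; Schedule: 20 min incubation at room temperature; Technique: resorufin fluorescence at Ex 544/Em 590 nm; Compound: 20 µM single dose; Probe or stimulus: Near-saturating mannose-6-phosphate, 1.0 mM.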
Diaph inh CS – diaphorase inhibition or chemical oxidation counter-screen; actives 0.69% (n = 190,000); AID 1217; diaphorase resazurin-to-resorufin fluorescence, NADH, 16 min; bacterial (C. kluyveri) enzyme, not human; inhibition, % at 20 µM;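 active means primary screen inhibition at 20 µM above a set limit, cut at about 50% in these data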;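 further: plate controls were DMSO with full reaction for no effect and wells lacking NADH for full effect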
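material = Clostridium kluyveri diaphorase enzyme | amount = 0.14 U/mL diaphorase, enzyme working solution | schedule = incubation 16 min, room temperature | detection = fluorescence of resorufin formed from resazurin, Ex 544/Em 590 nm | benchmarks = positive control minus NADH, DMSO neutral control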
Hsp70 act – Hsp70 transcriptional activation, primary screen; HeLa Hsp70 promoter luciferase reporter, luminescence; scaled: vehicle 0, proteasome-inhibitor control 100%; activation, % at 10 µM; actives 0.04% (n = 200,000);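 active means activation above the mean across all tested compounds plus 3 SD, cutoff set per campaign, cut at about 5.5% in these data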;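 further: 100% = MG132 at 30 µM as the positive control and 0% = DMSO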
Lmaj promast – reduces viability of Leishmania major promastigotes | resazurin fluorescence viability | inhibition, % at 10 µM | actives 9% (n = 200,000);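 further: promastigotes grown with compound for 44 hours at 28 °C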
DTT redox prof – compounds producing H2O2 with reducing agent – biochemical, NIH compound library profiling, artefact control for MLSCN library redox annotation, primary screen; activation, % at 10 µM; DTT-dependent redox cycling H2O2, phenol red/HRP absorbance; 100% = 100 µM peroxide control, 0% = buffer; actives 0.03% (n = 200,000);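 active means activation of at least 50% relative to the plate's high and low controls in the primary single-dose screen; inactive means activation below 50%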;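 further: compound incubated with DTT at 0.8 mM final as the reducing agent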
S1P3 antag – S1P3 (human) receptor antagonism; Q99500; actives 0.27% (n = 170,000); AID 485; inhibition, % at 4.98 µM; CHO S1P3 NFAT-BLA reporter, FRET fluorescence, antagonist mode;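 active means inhibition above the plate cutoff, the mean inhibition of test wells on that plate plus 3 SD, cut at about 28% in these data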;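 further: cells challenged with S1P at its EC80 of 0.8 µM; blue over green emission ratio from cleaved BLA substrate after 4 h stimulation; 0% = S1P-stimulated wells and 100% = unstimulated DMSO-only wells; some compounds past the cut are filed as inactive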
Diaphorase act – activates diaphorase or chemically reduces, flagging diaphorase assay artifacts. AID 1229. Diaphorase/resazurin coupled assay, resorufin fluorescence, 16 min; stronger effect = higher value; 1 = vehicle wells, 0 = NADH-free wells. activation factor at 20 µM. actives 0.005% (n = 190,000);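 active means diaphorase activity raised at least twofold by the compound at 20 µM; inactive means activation factor below 2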
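Measured by – red resorufin fluorescence at 544/590 nm excitation/emission · Test system – Clostridium kluyveri diaphorase, purified enzyme · Incubation – reaction time 16 min, room temperature · Buffer or medium – 50 mM HEPES pH 7.4 with 4.542 mM MgCl2, 0.005% Tween 20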
G6PDH CS – inhibits Leuconostoc G6PDH, flagging false hits in G6PDH-based assays; inhibition, % at 5 µM; actives 0.12% (n = 200,000); Purified L. mesenteroides G6PDH, diaphorase/resazurin coupled fluorescence, 45 min; AID 1020
RAM network inh – yeast RAM network inhibition. actives 1.8% (n = 190,000). AID 868. S. cerevisiae dse1pr::URA3 reporter, 5-FOA growth OD615, 2 d; analog-sensitive cbk1-as2 kinase mutant strain. inhibition, % at 50 µM;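 active means inhibition above a set limit, 3 SD over mean compound inhibition, cut at about 8.4% in these data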;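 further: 0% = DMSO-only wells with no growth and 100% = 10 µM 1-NA-PP1 full growth; inhibition rescues growth on 5-FOA so higher OD means more RAM inhibition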
PMI act – increases human mannose-6-phosphate isomerase activity | purified human PMI, coupled resazurin fluorescence, 20 min; stronger effect = higher value; 1 = vehicle control, 0 substrate-free wells | activation factor at 20 µM | actives 0.005% (n = 190,000) | AID 1214;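 active means activation factor of 2 or more at 20 µM, relative to plate controls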
Starred values were filed as active, the others as inactive; nt = no result given. Unless noted, no stated cut-off is given here; in the data, active means inhibition above about 50%; inactive means the rest.

SMILES | TLR4 MyD88 comp | PMI act hi M6P | Diaph inh CS | Hsp70 act | Lmaj promast | DTT redox prof | S1P3 antag | Diaphorase act | G6PDH CS | RAM network inh | PMI act
COc1ccc(N2C(=O)CC(NC34CC5CC(CC(C5)C3)C4)C2=O)c(OC)c1 (stereo not drawn) | 10.3 | 1 | 5.6 | -0.3 | 16.5 | 1.7 | -9.9 | 0.9 | 8.0 | 1.1 | 0.9
OCCOCCn1c(-c2ccccc2)nc(=S)c2c1CCCC2 | nt | 0.9 | 31.3 | nt | -5.4 | -1.3 | 28.7 | 0.7 | 5.1 | -0.2 | 0.9
N#Cc1ccccc1OCC(=O)Nc1c(C(=O)C2CC2)oc2ccccc12 | -3.5 | 1.1 | 1.7 | -0.2 | 13.2 | -0.1 | 28.0 | 1 | 5.0 | 3.8 | 1
CCC(C)C(NC(=O)OC(C)(C)C)C(=O)NC(C(=O)NC(C)C(N)=O)C(C)C (stereo not drawn) | -11.7 | 1.1 | -1.2 | -0.4 | -2.3 | 0.0 | -5.9 | 1 | 4.3 | 3.9 | 1
COc1cc(CC(=O)OCC(=O)Nc2ccc3c(c2)OCCO3)cc(OC)c1OC | -3.8 | 1 | 8.4 | -0.3 | -6.9 | -0.2 | 7.3 | 0.9 | 1.4 | -0.1 | 1
COCCCNCCCCOc1ccc(C)cc1[N+](=O)[O-] | -12.5 | 1.1 | -0.4 | -0.1 | 99.0* | 0.0 | -1.4 | 1 | -1.7 | 3.2 | 1.1
Cc1cc(Cl)c(S(=O)(=O)N2CCN(c3ccc(F)cc3)CC2)cc1OCC(=O)NC1CCCCC1 | -2.0 | 1 | 12.8 | -0.5 | -5.4 | 1.9 | nt | 0.9 | -2.6 | 4.2 | 0.9
C=CCn1c(-c2ccc(OC)c(OC)c2)cs/c1=N\c1ccccn1 | -2.9 | 1 | 9.2 | -0.5 | 2.0 | 0.1 | -62.3 | 0.9 | -7.2 | 0.7 | 1
Cc1ccc(S(=O)(=O)NCCNc2ccccc2[N+](=O)[O-])cc1 | -6.9 | 1.1 | -12.5 | -0.2 | 12.3 | -1.3 | -8.6 | 1.1 | 7.6 | 0.4 | 1
O=C(O)c1[nH]c2ccccc2c1CC(=O)N1CCOCC1 | -6.8 | 1 | 5.6 | -0.5 | -4.6 | -0.7 | nt | 0.9 | 5.7 | 0.2 | 1.1
Cc1ccn2c(C(=O)N/N=C/c3ccc(CNC(=O)C(=O)Nc4ccc(C)c(C)c4)o3)c(C)nc2c1 | -0.5 | 0.9 | 19.7 | -0.1 | -4.1 | -0.2 | -11.1 | 0.8 | -43.0 | 2.4 | 0.8
O=C(CSc1ccc(-c2ccncc2)nn1)c1ccccc1 | -12.4 | 1.2 | 5.5 | -0.1 | 41.9 | -0.4 | -17.1 | 0.9 | -0.5 | 1.8 | 1.1
COc1ccc(C2(CNC(=O)c3ccc(OC)c([N+](=O)[O-])c3)CCCCC2)cc1OC | -10.8 | 1 | 13.0 | 0.1 | 86.7* | -0.1 | 2.9 | 0.9 | 3.6 | 0.0 | 0.8
CC(C)NC(=O)CN1CCN(c2ncccn2)CC1 | 4.9 | 1 | 21.8 | -0.2 | -0.5 | 2.6 | -22.7 | 0.8 | 11.9 | 1.6 | 0.9
CCCCn1c(SCC(=O)Nc2cc(C)on2)nc2ccccc2c1=O | -2.5 | 0.9 | 0.2 | -0.4 | -4.5 | -0.2 | 6.1 | 1 | 8.2 | 3.6 | 0.8
CC(NC(=O)c1cccc(C(F)(F)F)c1)C1CCCO1 (stereo not drawn) | 0.2 | 0.9 | 2.5 | -0.1 | -7.7 | 1.8 | -3.7 | 1 | -9.2 | 0.6 | 0.9
CCc1ccccc1NC(=S)N(CCCN1CCN(C)CC1)Cc1cccs1 | -4.1 | 1 | -1.4 | -0.2 | 14.8 | 0.2 | -13.9 | 1 | 4.7 | -0.5 | 1.1
COc1ccc(Cn2nnnc2C(c2ccc(N(C)C)cc2)N2CCC(C)CC2)cc1 (stereo not drawn) | -5.3 | 0.8 | 28.1 | -0.3 | 9.5 | -0.3 | 6.8 | 0.7 | -0.7 | -1.5 | 0.8
CC(C)c1cc(=O)oc2c3c4c(cc12)CCCN4CCC3 | 6.5 | 1.1 | 46.0 | -0.4 | 11.3 | -2.3 | 10.9 | 0.5 | -7.1 | 2.3 | 1.3
COc1ccccc1N1CCN(C(=O)CSc2ncccc2-c2nc3ccccc3[nH]2)CC1 | -7.1 | 1.2 | 22.4 | -0.6 | 50.4* | 0.4 | nt | 0.8 | -7.3 | 1.7 | 1.1
Brc1ccccc1-c1cnco1 | -3.1 | 1.1 | 6.5 | 0.1 | -3.5 | 0.1 | 12.0 | 0.9 | 8.0 | 3.1 | 1
O=C(Cc1ccc(Br)cc1)N1CCN(c2ccc(F)cc2)CC1 | 12.4 | 1 | 14.6 | -0.5 | 2.6 | 0.0 | nt | 0.9 | 6.0 | -0.7 | 0.9
CC(C)c1onc(C(=O)N2CCCCC2C)c1[N+](=O)[O-] (stereo not drawn) | 11.4 | 1 | 0.0 | 0.1 | 14.6 | -0.3 | 2.0 | 1 | -1.0 | 1.6 | 0.9
CC(C)Oc1ccc(C2CC(=O)N(c3ccc(N(C)C)cc3)C2=O)cc1 (stereo not drawn) | 7.6 | 1 | -9.0 | -0.1 | 1.9 | 1.5 | nt | 1.1 | 8.1 | 0.7 | 1.1
O=C(NCc1cc(C(F)(F)F)cc(C(F)(F)F)c1)C12CN(Cc3ccccc3)CC1C(c1cccc([N+](=O)[O-])c1)=NO2 (stereo not drawn) | -4.8 | 1 | -7.1 | -0.4 | 11.6 | -1.8 | nt | 1.1 | 22.0 | -2.1 | 1
O=S(=O)(NCCCc1ccccc1)c1cccc2nsnc12 | 1.6 | 0.9 | 12.3 | 0.1 | -5.0 | 0.0 | 3.1 | 0.9 | 4.3 | 0.4 | 1
CCNC(=S)N/N=C/c1cc(C)n(-c2ccc(Cl)cc2)c1C | 15.1 | 0.9 | 11.9 | 0.5 | 27.6 | 0.2 | 5.3 | 0.9 | -0.9 | 0.5 | 1
Cc1cc(C(=O)N2CCCc3ccccc32)no1 | 1.0 | 1 | 16.4 | -0.1 | -3.5 | 0.8 | -14.7 | 0.8 | -15.8 | 0.5 | 0.9
Cc1cc(/C=N/n2cnnc2)c(C)n1-c1cccc(Cl)c1 | 0.2 | 1.1 | 15.5 | -0.1 | 85.1* | 1.1 | -2.9 | 0.8 | 1.7 | 0.7 | 0.9
CC1(C)CC(=O)CC(=NCC(=O)O)C1 | -1.2 | 1.1 | 1.9 | -0.3 | 8.2 | -0.4 | -14.5 | 1 | 2.3 | -0.7 | 1
O=C1CCc2cc(S(=O)(=O)NC(Cc3ccccc3)C(=O)NCC3CCCO3)ccc2N1 (stereo not drawn) | -1.4 | 0.9 | 20.3 | -0.2 | -5.2 | 0.1 | -21.2 | 0.8 | 8.2 | -0.3 | 0.8
CC(C)NC(=O)c1cc2cc([N+](=O)[O-])ccc2s1 | -11.6 | 1 | 5.0 | -0.1 | -3.4 | 2.9 | nt | 0.9 | -2.1 | 2.4 | 1.1
CC1(C)Cc2c(cnn2-c2ccccc2)C(=O)/C1=N\NC(=O)c1ccccc1N | 5.8 | 1.1 | -7.7 | 0.0 | -6.5 | 1.4 | nt | 1.1 | -3.1 | 2.5 | 1.1
O=C(C1CCN(S(=O)(=O)c2cccc3cccnc23)CC1)N1CCN(c2ccc(Cl)cc2)CC1 | -5.4 | 0.9 | 39.8 | 0.2 | 51.9* | -0.2 | 4.7 | 0.6 | 3.7 | 3.2 | 0.9
CCN1CCN(C(c2cccs2)C(C)NC(=O)C(C)C)CC1 (stereo not drawn) | -1.7 | 1.1 | -0.3 | -0.2 | -5.7 | -0.1 | 24.1 | 1 | 1.5 | 0.0 | 1.1
Cc1ccccc1C(=O)Nc1cccc(N)c1 | 14.1 | 0.9 | 15.6 | -0.2 | 1.0 | 1.1 | -14.9 | 0.8 | 3.7 | 0.3 | 0.9
Cc1nn2c([nH]c(=O)c3ccccc32)c1C=O | 14.7 | 0.9 | 7.1 | 0.2 | -3.6 | 2.8 | nt | 0.9 | 6.6 | -0.9 | 0.9
CCN1C(=O)C2(SC(NC(C)=O)=NN2C(C)=O)c2cc(C)cc(C)c21 (stereo not drawn) | -12.5 | 1.1 | -4.7 | 0.1 | 70.5* | -0.4 | 6.7 | 1 | 3.9 | 0.1 | 1
CC(C)CNC(=O)COC(=O)c1ccc(Cl)c(S(=O)(=O)N2CCc3ccccc32)c1 | -25.3 | 0.9 | 22.0 | 0.1 | 4.6 | -1.2 | -7.0 | 0.8 | 2.7 | 8.3 | 0.9
CCC(=O)Nc1ccc(C(=O)NNC(=O)Cc2ccccc2)cc1 | -0.1 | 1.1 | 3.8 | -0.2 | -5.4 | 0.1 | 17.9 | 1 | 1.8 | -1.3 | 0.9
O=C(N/C(=C/c1cccs1)C(=O)N1CCCCCC1)c1ccccc1 | -8.3 | 0.9 | 8.9 | 0.2 | -5.3 | 1.1 | nt | 0.9 | 8.3 | -0.1 | 1
OCC1(CCOc2ccccc2)CCN(CCCn2cccn2)CC1 | 2.2 | 0.9 | 18.6 | -0.2 | 80.7* | -0.5 | -1.9 | 0.8 | 17.2 | 0.3 | 0.8
O=C(c1ccc(OC2CCN(Cc3ccccn3)CC2)cc1)N1CCCC(O)C1 (stereo not drawn) | -4.8 | 1.1 | 4.2 | 0.0 | -4.2 | -1.9 | -6.9 | 1 | 1.0 | 0.5 | 1
O=S(=O)(c1cccc(S(=O)(=O)N2CCC(Cc3ccccc3)CC2)c1)N1CCOCC1 | 4.8 | 0.9 | 18.4 | -0.4 | 3.3 | 0.9 | nt | 0.8 | 7.4 | 3.4 | 0.9
Cc1cccc(OCCCC(=O)Nc2nccs2)c1 | -2.7 | 1 | 17.1 | -0.6 | 2.5 | -1.3 | nt | 0.8 | -6.1 | nt | 1
COC(=O)C1CCN(CCCOc2ccc(CN3CCN(c4ccc([N+](=O)[O-])cc4)CC3)cc2)CC1 | 7.3 | 1 | -14.8 | -0.3 | 95.1* | 0.1 | 7.4 | 1.1 | 7.7 | -0.6 | 0.9

Screening results as filed in PubChem BioAssay.

This is a random part of the collection; 12% or so of the library scored in one or more.
